Assay outcomes deposited in PubChem by The Scripps Research Institute Molecular Screening Center.
CTSL1 counter – counter-screen for PFM18AAP inhibitors: inhibitors of F. hepatica cathepsin L1. recombinant F. hepatica cathepsin L1, Z-Leu-Arg-MCA fluorescence. inhibition, % at 5.96 µM. 300,000 compounds, 0.49% hits. AID 1906;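 active = inhibition above the mean of all tested compounds plus 3 SD, set per screening campaign, cut at about 17% in these data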;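 note: 0% = plate median of test compound wells and 100% = 1 µM Z-Phe-Ala-diazomethylketone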
AHR activator – human AHR activation; P35869; AHR-responsive luciferase reporter cells, luminescence; AID 2796; 320,000 compounds, 2.5% hits; activation, % at 5 µM; in the data active = activation above about 47%;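 note: 0% = vehicle wells and 100% = reference agonist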
PP1 counter – counter-screen for PP5 inhibitors: inhibitors of human PP1-alpha; purified PP1alpha, OMFP fluorescence; inhibition, % at 6.7 µM; P62136; AID 2235; 320,000 compounds, 0.9% hits;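 active = inhibition above the mean inhibition of all tested compounds plus 3 SD, computed separately for each screening campaign, cut at about 15% in these data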
Target sequence (P62136 whole entry, looked up): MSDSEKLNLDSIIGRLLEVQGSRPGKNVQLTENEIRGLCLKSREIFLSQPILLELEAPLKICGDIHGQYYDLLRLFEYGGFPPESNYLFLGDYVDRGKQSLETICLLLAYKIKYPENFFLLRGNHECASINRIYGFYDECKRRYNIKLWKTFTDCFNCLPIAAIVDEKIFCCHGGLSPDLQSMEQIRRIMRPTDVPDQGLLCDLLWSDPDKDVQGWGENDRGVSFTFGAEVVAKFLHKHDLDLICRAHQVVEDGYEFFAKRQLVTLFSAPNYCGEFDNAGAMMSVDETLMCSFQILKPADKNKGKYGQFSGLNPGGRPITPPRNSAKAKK
proCasp3 act – activators of human procaspase-3. P42574. recombinant procaspase-3 D3A, Ac-DEVD-pNA absorbance 405 nm. activation, % at 8.5 µM. 330,000 compounds, 0.11% hits;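 active = activation above the mean of all tested compounds plus 3 SD, cut at about 21% in these data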;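 note: 0% = DMSO alone and 100% = DMSO wells spiked with extra 5 µM PC-3 D3A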
Target sequence (P42574 whole entry D9A/D28A/D175A): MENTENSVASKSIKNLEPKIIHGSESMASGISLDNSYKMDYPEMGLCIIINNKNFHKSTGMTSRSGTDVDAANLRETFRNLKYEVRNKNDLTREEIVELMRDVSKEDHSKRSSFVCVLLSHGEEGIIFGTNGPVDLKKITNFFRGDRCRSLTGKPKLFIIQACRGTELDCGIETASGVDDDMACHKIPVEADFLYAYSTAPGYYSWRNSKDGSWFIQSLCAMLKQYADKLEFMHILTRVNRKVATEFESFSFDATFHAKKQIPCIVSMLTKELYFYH
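Technique: 405 nm absorbance of p-nitroaniline, reads at 0 and 120 min; Test system: Procaspase-3 D3A mutant; Incubation: 1 h enzyme-compound preincubation, then 2 h substrate reaction, 25 °C; Repeats: singlicate, each compound tested once; Benchmarks: low control DMSO wells, high control DMSO plus 5 µM PC-3 D3A.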
PAFAH2 FP inh – inhibitors of human PAFAH2 | Q99487 | recombinant PAFAH2, FP-rhodamine activity probe, fluorescence polarization | inhibition, % at 3.39 µM | 340,000 compounds, 0.99% hits | AID 492956;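 active = inhibition above the mean over all tested compounds plus 3 SD, cut at about 30% in these data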;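 note: inhibitors block probe labeling of enzyme so polarization drops; 0% = enzyme with DMSO and 100% = wells lacking PAFAH2 protein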
PP5 primary – inhibitors of human protein phosphatase 5 (PP5); purified PP5c, OMFP substrate fluorescence; inhibition, % at 6.7 µM; 320,000 compounds, 0.18% hits; AID 1987;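 active = inhibition above the campaign's mean inhibition across all tested compounds plus 3 SD, cut at about 9.5% in these data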;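 note: 0% = DMSO only and 100% = 100 µM cantharidin control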
proCasp7 act – counter-screen: procaspase-7 (human) activation; P55210; recombinant procaspase-7, Ac-DEVD-pNA absorbance 405 nm; D23A/D198A/D206A triple mutant, cannot self-cleave; scale: DMSO 0, 5 µM enzyme 100; activation, % at 8.5 µM; 330,000 compounds, 0.093% hits; AID 463210;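 active = percent activation above the screen-wide mean plus 3 SD, cut at about 25% in these data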
Target sequence (P55210 whole entry D23A/D198A/D206A): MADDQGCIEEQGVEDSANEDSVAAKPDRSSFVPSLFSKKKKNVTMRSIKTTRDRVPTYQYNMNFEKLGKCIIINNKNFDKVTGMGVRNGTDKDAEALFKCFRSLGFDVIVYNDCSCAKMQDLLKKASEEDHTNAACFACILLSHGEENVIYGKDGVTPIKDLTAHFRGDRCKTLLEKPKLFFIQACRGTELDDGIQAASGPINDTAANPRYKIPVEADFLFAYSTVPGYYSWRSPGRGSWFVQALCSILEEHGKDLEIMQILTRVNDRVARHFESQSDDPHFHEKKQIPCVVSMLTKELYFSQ
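Material: Procaspase-7 triple mutant (PC-7 D3A) | Quantity: 2 µM procaspase-7 mutant as dispensed | Reagent: DEVD-pNA substrate | Times: 1 h preincubation, 2 h reaction | Technique: 405 nm absorbance of p-nitroaniline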
TPT1 inhibitor – inhibitors of Candida albicans tRNA 2'-phosphotransferase TPT1; recombinant caTPT1, FP RNA substrate dephosphorylation; inhibition, % at 5 µM; 300,000 compounds, 0.81% hits;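 active = inhibition above the mean of all tested compounds plus 3 SD, set per screening campaign, cut at about 24% in these data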;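 note: plate controls were DMSO alone for no effect and ferristatin control at 100 nM for full effect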
HCV core dimer – HCV core protein dimerization inhibition. TR-FRET GST/Flag-core106 dimerization, 1536-well. inhibition, % at 5 µM. AID 1899. 300,000 compounds, 0.33% hits;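 active = inhibition above the mean of all tested compounds plus 3 SD, set per screening campaign, cut at about 45% in these data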
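Assay system: tagged HCV core106 pair (GST and Flag); medium: KF-containing HEPES buffer, pH 7.45, DTT, CHAPS, BSA; also added: Eu donor and XL665 acceptor anti-tag antibodies; dosing: 5 µM single dose; timing: compound-protein-antibody incubation 4 h at 22.5 °C; signal: TR-FRET 671 and 617 nm emission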
Starred values were filed as active, the others as inactive; · = not tested or not shown; & = joins results of further samples.

(1) O=C(CN(Cc1cccs1)C(=O)CNC(=O)c1ccco1)NC1CCCCC1
(2) Cc1c(Cc2ccccc2)c(=O)oc2cc(OCC(=O)NCC3CCC(C(=O)O)CC3)ccc12 (stereo not given)
(3) O=S(=O)(Cc1ccc(Cl)cc1)N1CCN(Cc2ccc3c(c2)OCO3)CC1
(4) COc1ccc(C(=O)N2CCN(c3ccc(C)c(C)c3)CC2)cc1OC
(5) O=C(NCc1ccc2c(c1)OCO2)c1nnc(Cc2ccc(F)cc2)o1
(6) O=C(Cn1nc(C(=O)O)c2ccccc2c1=O)Nc1ccc2c(c1)OCO2

assay / entry,1,2,3,4,5,6
CTSL1 counter,2,0,-3,0,-5,-6
AHR activator,-2,0,-2,-1,-3,5
PP1 counter,-2,-5,1,-4,-2,0
proCasp3 act,-1,20,2,3,7,1
PAFAH2 FP inh,-6,2,0,-3,-2,7
PP5 primary,1.3,3.3,0.9,-3.1,1.7,-0.6
proCasp7 act,9,-3,5,1,6,8
TPT1 inhibitor,-3,-1,0,-1,2,-3
HCV core dimer,2,3,4,0,3,1

Next section, starting with the last 4 of the part before.
(3) O=S(=O)(Cc1ccc(Cl)cc1)N1CCN(Cc2ccc3c(c2)OCO3)CC1
(4) COc1ccc(C(=O)N2CCN(c3ccc(C)c(C)c3)CC2)cc1OC
(5) O=C(NCc1ccc2c(c1)OCO2)c1nnc(Cc2ccc(F)cc2)o1
(6) O=C(Cn1nc(C(=O)O)c2ccccc2c1=O)Nc1ccc2c(c1)OCO2
(7) O=C(CN1CCN(S(=O)(=O)c2ccc(F)cc2)CC1)Nc1ccc2c(c1)OCO2
(8) COc1ccc(CCNC(C)=O)cc1
(9) O=C(O)CNS(=O)(=O)c1cccc(Cl)c1
(10) Cc1ccc(/C=C/C(=O)NC(=S)N2CCN(C)CC2)cc1
(11) COc1ccc(C(=O)Nc2ccc(NC(C)=O)cc2)cc1S(=O)(=O)N1CCCC1
(12) CSC1=NSC2=NC(=O)/C(=C/c3coc4ccc(O)cc4c3=O)C(=N)N12

assay / entry,3,4,5,6,7,8,9,10,11,12
CTSL1 counter,-3,0,-5,-6,-2,-3,4,0,·,-3
AHR activator,-2,-1,-3,5,-2,1,0,0,-1,23
PP1 counter,1,-4,-2,0,-2,-4,-3,4,0,0
proCasp3 act,2,3,7,1,-5,6,-6,-10,8,-14
PAFAH2 FP inh,0,-3,-2,7,-4,-16,-1,4,-1,12
PP5 primary,0.9,-3.1,1.7,-0.6,2.6,1.0,2.4,2.0,1.1,-7.8
proCasp7 act,5,1,6,8,14,6,-7,9,1,-4
TPT1 inhibitor,0,-1,2,-3,-3,-6,6,-1,·,70*
HCV core dimer,4,0,3,1,3,-1,0,-14,·,21

(13) O=C(Cn1ncn2c(cc3sccc32)c1=O)NC1CCCC1
(14) COc1ccccc1CNC(=O)COc1cccc(-n2cnnn2)c1
(15) CCN(Cc1cccs1)C(=O)c1cccc(S(=O)(=O)N2CCN(C)CC2)c1
(16) NC(=O)c1ccsc1NC(=O)CCS(=O)(=O)c1ccccc1
(17) O=C(Cn1c(C(=O)N2CCN(C3CCCC3)CC2)cc2sccc21)c1ccccc1
(18) O=C(NC1CCCCC1)C(c1ccco1)N(C(=O)c1csnn1)c1cccc(F)c1 (stereo not given)

assay / entry,13,14,15,16,17,18
CTSL1 counter,1,2,·,0,-2,2
AHR activator,0,10,2,3,5,0
PP1 counter,7,-5,-4,0,-2,2
proCasp3 act,13,1,-5,7,-3,1
PAFAH2 FP inh,-1,4,-5,-2,3,12
PP5 primary,1.1,-0.8,-1.5,1.5,-0.1,0.7
proCasp7 act,11,3,4,5,2,2
TPT1 inhibitor,-3,3,·,1,-3,0
HCV core dimer,0,-5,·,2,5,-12

The final 2 records of the section above open the next one:
(17) O=C(Cn1c(C(=O)N2CCN(C3CCCC3)CC2)cc2sccc21)c1ccccc1
(18) O=C(NC1CCCCC1)C(c1ccco1)N(C(=O)c1csnn1)c1cccc(F)c1 (stereo not given)
(19) Cc1cccnc1NC(=O)c1ccc(S(=O)(=O)NCc2ccco2)cc1
(20) C=CCNC(=O)C1CC(=O)N(c2ccc(OCC(=O)Nc3ccc(Cl)cc3)cc2)C1 (stereo not given)
(21) CC(C)(C)OC(=O)N1CCC[C@H]1C(=O)Nc1ccc(Br)cc1
(22) O=C(CN1CCOCC1)Nc1ccc2c(c1)OCCO2
(23) N#C/C(=C\c1ccccc1)C(=O)Nc1nncs1
(24) COc1ccc(Br)cc1C(=O)Nc1cc(C)cc(C)c1

assay / entry,17,18,19,20,21,22,23,24
CTSL1 counter,-2,2,15,1,-4,-3,0,1
AHR activator,5,0,4,-2,29,2,0,113*
PP1 counter,-2,2,-8,-3,-1,-3,-6,0
proCasp3 act,-3,1,1,1,7,4,9,0
PAFAH2 FP inh,3,12,2,0,2,-4,3,-1
PP5 primary,-0.1,0.7,1.4,-0.5,2.0,-0.3,-0.3,-11
proCasp7 act,2,2,-11,8,-5,4,-16,-8
TPT1 inhibitor,-3,0,-2,-4,3,3,-3,-3
HCV core dimer,5,-12,-6,2,-7,-1,0,-12

(25) Cc1ccc(C(C(=O)NCc2ccccc2)N(C(=O)c2ccccn2)c2ccccc2)o1 (stereo not given)
(26) Cc1onc(-c2c(F)cccc2Cl)c1C(=O)N1CCCCC1
(27) CCOc1cccc(/C=C/c2ccc3cccc(O)c3n2)c1OC
(28) Cc1ccc(C)c(CN2CCC(CNC(=O)Nc3cccc(Cl)c3C)CC2)c1
(29) CCCC(C(=O)NCc1ccco1)N(C(=O)CNS(=O)(=O)c1ccc(Cl)cc1)C1CCCC1 (stereo not given)
(30) CC(C)[C@H](NC(N)=O)C(=O)Nc1ccc(Oc2ccccc2)cc1

assay / entry,25,26,27,28,29,30
CTSL1 counter,-3,-1,-1,-6,2,-3
AHR activator,1,-1,76*,0,4,-2
PP1 counter,-2,-5,21*,1,0,-4
proCasp3 act,14,5,-9,-1,-5,7
PAFAH2 FP inh,8,9,-2,2,4,-5
PP5 primary,2.3,1.6,1.8,2.8,2.4,2.4
proCasp7 act,7,13,9,11,-14,12
TPT1 inhibitor,0,0,2,-1,3,0
HCV core dimer,8,10,0,3,18,2

(31) O=C(NCc1ccco1)c1ccccc1Br
(32) CCCCN(C)S(=O)(=O)c1ccc(C(=O)Nc2nnc(CSC)o2)cc1
(33) Cc1ccc(C(=O)CSc2nccn2-c2ccccc2)cc1
(34) CC(Nc1nc(N2CCOCC2)nc2ccccc12)c1ccccc1 (stereo not given)
(35) CN(c1ccccc1)S(=O)(=O)c1ccc(Cl)c(C(=O)NCc2ccccc2CN2CCCC2)c1
(36) COc1cc2ccc(=O)oc2c(O[C@@H]2O[C@H](CO)[C@@H](O)[C@H](O)[C@H]2O)c1O

assay / entry,31,32,33,34,35,36
CTSL1 counter,3,0,-2,2,·,1
AHR activator,0,0,3,10,1,-1&0
PP1 counter,-3,24*,0,1,-3,-1
proCasp3 act,4,-3,4,1,-3,1&2
PAFAH2 FP inh,3,6,-2,-2,0,-2&0
PP5 primary,-2.0,0.7,0.2,3.2,0.6,2.0
proCasp7 act,-6,1,-9,0,-3,4&6
TPT1 inhibitor,1,1,5,-4,·,-4
HCV core dimer,9,0,-5,2,·,-10

(37) CN(C)C(=S)NCc1ccccc1
(38) CCOC(=O)NC(=O)CSc1ccccn1
(39) Cc1ccc(OCC(=O)NNC(=O)C2CSC3(C)CCC(=O)N23)cc1 (stereo not given)
(40) CC(NC(=O)c1ccc(Cn2cc([N+](=O)[O-])cn2)o1)c1ccccc1 (stereo not given)
(41) CC(=O)Nc1ccc(OCCOc2ccc(/C=C3\C(=N)N4N=C(C)SC4=NC3=O)cc2)cc1
(42) Cc1ccc(/C=N/N(C)S(=O)(=O)c2ccc(C)cc2)cc1

assay / entry,37,38,39,40,41,42
CTSL1 counter,0,0,-19,1,1,0
AHR activator,-1,-1,-1,2,5,2
PP1 counter,1,-1,-6,-4,-2,-2
proCasp3 act,-2,4,-8,-6,4,4
PAFAH2 FP inh,5,10,2,-6,0,-1
PP5 primary,1.4,2.2,1.4,-0.6,1.8,7.2
proCasp7 act,-2,1,7,3,-2,-5
TPT1 inhibitor,-6,0,-3,0,3,2
HCV core dimer,0,0,-3,2,6,0

(43) C/C(=N/NC(N)=S)c1ccc(Br)s1
(44) NS(=O)(=O)c1ccc(SCc2ccccc2)nc1
(45) CCNC(=O)COC(=O)/C=C/c1cccc(F)c1
(46) COc1ccc(NC(=O)CSc2nc(=O)n(CCN(C)C)c3c2CCCC3)cc1
(47) COc1ccc(NC(=O)c2cnn3c(C(F)(F)F)cc(-c4ccco4)nc23)cc1OC
(48) Cc1cc(-c2nc3cccnc3s2)ccc1NS(=O)(=O)c1cccs1
(49) CC(=O)c1c(COC(=O)c2cccnc2)nc2ccccc2[n+]1[O-]
(50) O=C(NC1(C(F)(F)F)NC(=O)N(Cc2cccnc2)C1=O)c1cccs1 (stereo not given)
(51) CCOc1ccccc1NC(=O)C(OC(=O)c1ccc(NC(=O)CC#N)cc1)c1ccccc1 (stereo not given)

assay / entry,43,44,45,46,47,48,49,50,51
CTSL1 counter,8,0,-7,0,0,7,2,1,-4
AHR activator,3,-4,-1,4,29,70*,6,2,3
PP1 counter,-3,1,0,-6,-3,-4,1,2,10
proCasp3 act,-4,0,10,-1,7,17,-4,7,-4
PAFAH2 FP inh,13,6,10,-6,2,5,5,2,-49
PP5 primary,-1.1,3.3,-1.0,0.3,-0.4,0.6,-0.2,0.1,0.1
proCasp7 act,3,-3,-1,3,22,26*,-1,-9,0
TPT1 inhibitor,4,0,-5,1,0,-2,-1,2,8
HCV core dimer,-2,-7,-4,-4,1,0,13,-4,32
